# Nrf2 block – Nrf2 qHTS screen for inhibitors | AID 504444, 2011 | 2.1% of 360,000 active | A549 ARE-Fluc reporter, luciferase luminescence, 18-24 h | Potency, µM (top dose mostly 46 µM), without a hit: at the top dose activity change, negative = inhibition, hits mostly inhibitors; also: potency is read from the fitted curve at half-maximal effect; % is scaled to controls: 0 for no effect and ±100 for the full control effect; nearly all actives have a fitted effect of over 60% in size
#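 Reporter: ARE-Fluc in A549. Exposure: 18-24 h, 37 °C, 5% CO2, 5% FBS OPTI-MEM. Readouts: fluorescent cytotoxicity (CellTiter-Fluor), then luminescent Nrf2 signal after BugLite.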
# A549 viability – Nrf2 qHTS screen for inhibitors: counterscreen for cytotoxicity; A549 ARE-Fluc cells, CellTiter-Fluor viability, 18-24 h; Potency, µM (top dose mostly 46 µM), for the others: at the highest dose activity change, negative = cytotoxicity, most hits filed as inhibitors; 0.16% of 390,000 active; AID 504648, 2011; also: potency is read from the fitted curve at half-maximal effect; % is scaled to controls: 0 for no effect and ±100 for the full control effect
#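 A549 ARE-Fluc cells in 5% FBS OPTI-MEM, 5000 cells/well, rested 2 h then exposed to compounds in concentration-response for 18-24 h at 37 °C. Viability by CellTiter-Fluor fluorescence (Ex 405/Em 525) after 30 min; luciferase luminescence (BugLite, 15 min, RT) read afterwards.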
# pAkt inh – HTS Assay for Inhibitors of Akt Phophorylation: Primary Screen; 0.32% of 360,000 active; AID 651550, 2012; activity change, % for hits at 50 µM; Neuro2A IGF-stimulated pAkt S473 HTRF, 20 min; active compounds read low; in the data active = activity change below about -80%; inconclusive = mostly about -51% to -80%; also: % is scaled to controls: 0 for no effect and ±100 for the full control effect
#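 Neuro2A cells (4,500/well, DMEM with 0.5% FBS) were treated with compound at a single 50 µM final concentration, stimulated with 6 nM IGF for 20 min at 37 °C, and lysed. Phospho-Akt Ser473 was read by HTRF as 665/615 ratio ×10^4.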
# ATXN viability – Viability Counterscreen for Primary qHTS for Inhibitors of ATXN expression. Potency, µM (highest dose often 56.7 µM), most hits filed as cytotoxic. S2 cells (HEK-293 line with an ATXN2-luciferase reporter) viability, CellTiter-Fluor protease fluorescence, 24 h. 0.49% of 400,000 active; also: potency is read from the fitted curve at half-maximal effect; nearly all actives have a fitted effect of over 40% in size
# CCT chaperon mod – High-Throughput Screening for Modulators of Cytosolic Chaperonin Activity; purified chaperonin ATPase assay, HTRF ADP detection, 30 min; activity change, % (no concentration beside the values), hits read low; 0.3% of 360,000 active; AID 651819, 2012; in the data active = activity change below about -30%; also: % is scaled to controls: 0 for no effect and ±100 for the full control effect
#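 ATPase activity: ADP formed was measured by HTRF Transcreener (665/615 nm ratio) after 30 min at 37 deg C with 10 uM ATP. Compounds screened at one 76 uM concentration against 40 or 20 nM TRiC in Tris pH 7.4/KCl/MgCl2/DTT buffer.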
# HepG2 viability – qHTS for Inhibitors of TGF-b: Cytotox Counterscreen; HepG2 CAGA-GFP viability, ATP luminescence, 18 h; Potency, µM (highest dose often 46.1 µM), for inactives: at the highest dose activity change, negative = cytotoxicity, hits mostly cytotoxic; 0.76% of 410,000 active; AID 588856, 2011; also: potency is read from the fitted curve at half-maximal effect; some results filed as inactive show a strong effect at the top dose
#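 CellTiter-Glo luminescence gave cytotoxicity after 18 hours at 37 degrees C. The cells were HepG2 CAGA-GFP in 1% FBS DMEM, stimulated with 500 pg/mL TGF-beta after compound addition. %Activity was normalised to no-cell wells (complete cell-killing) and DMSO (no toxicity), and curves were fitted and classified.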
# TGFb SMAD3 inh – qHTS for Inhibitors of TGF-b; HepG2 CAGA-GFP TGF-b/SMAD3 reporter, GFP fluorescence, 18 h; TGF-beta stimulated, 500 pg/mL final; Potency, µM (titrated, usually from 46.1 µM), for inactives: at the highest dose activity, negative = inhibition, actives largely listed as inhibitors; 1.2% of 410,000 active; also: potency is read from the fitted curve at half-maximal effect; % is scaled to controls: 0 for no effect and ±100 for the full control effect; nearly all actives have a fitted effect of over 65% in size
#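 HEPG2 CAGA-GFP cells (1000/well, DMEM with 1% FBS) were pre-incubated 2 h at 37 degrees C, given compound by pin tool, then stimulated with TGF-beta at 500 pg/mL final for 18 h before per-cell GFP fluorescence imaging.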
# Nrf2 activator – qHTS of Nrf2 Activators; 0.31% of 410,000 active; AREc32 ARE-luciferase reporter (MCF7-derived line), luminescence, 24 h; Potency, µM (titrated, usually from 46.1 µM), without a hit: at the top dose activation, actives largely listed as activators; also: potency is read from the fitted curve at half-maximal effect; % of control where 0% means no effect; nearly all actives have a fitted effect of over 65% in size
#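 AREc32 cells carrying an ARE-driven firefly luciferase, 1000 cells/well in OPTI-MEM with 5% FBS, dosed after overnight attachment and incubated 24 hr at 37 deg C. Steady-Glo luminescence read after 30 min at RT.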
# MmCpn inh – Inhibitors of TCP-1 ring complex (TRiC) of Methanococcus maripaludis (MmCpn): qHTS; Chaperonin Mm-Cpn (Methanococcus maripaludis); 0.031% of 330,000 active; Potency, µM (top dose mostly 76.9 µM), inactives show top-dose activity, negative = inhibition, most hits filed as inhibitors; AID 504842, 2011; purified Mm-Cpn ATPase, ADP Transcreener TR-FRET; also: potency is read from the fitted curve at half-maximal effect; % is scaled to controls: 0 for no effect and ±100 for the full control effect; nearly all actives have a fitted effect of over 80% in size
#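 ATPase turnover read by TR-FRET ADP competition (Eu cryptate antibody/ADP-d2, 665/590 nm): 10uM ATP final, 25nM Mm-CPN final, 30 min 37degC after 10-min compound preincubation, pH 7.4 Tris/KCl/MgCl2/DTT buffer.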
# Active calls of the source: *; i = inactive; ? = inconclusive; . = no result given; [ ] = another dose, or the depositor's remark. Unless noted, calls follow the shape of the dose curve; as a rule, active = well fitted curve in the direction sought with a large enough effect; inconclusive = small, poorly fitted or top-dose-only effect, or another doubt; inactive = no such curve, though single readings can be large; an effect the other way counts as inactive or inconclusive.
SMILES,Nrf2 block,A549 viability,pAkt inh,ATXN viability,CCT chaperon mod,HepG2 viability,TGFb SMAD3 inh,Nrf2 activator,MmCpn inh
O=CNc1cc(-c2ccccc2)cn2c(-c3ccc(F)c(Cl)c3)cnc12,.,.,i,i,2.3,2%,-19%,5.0%[9.22 µM],.
Cn1c(=O)c2c(nc(-n3ccnc3)n2Cc2ccccc2)n(C)c1=O,?,-8%,i,i,1.4,10%,-6%,0.2%,-3%
O=C(COC(=O)Cc1ccsc1)NNC(=O)c1ccccc1,0%,0%,i,.,1.7,-6%,-2%,0.5%,1%
COc1ccc(C2=Nn3c(nnc3-c3ccccc3Cl)SC2)cc1OC1CCOC1 (stereo not drawn),6%,1%,.,?,.,10%,-1%,-0.1%,0%
O=C(COc1ccc2ccc(=O)oc2c1)N1CCN(C(=O)C2COc3ccccc3O2)CC1 (stereo not drawn),-17%,-4%,i,i,0.5,-7%,10%,-0.3%,-1%
CN1C(N)=NC(=O)/C1=C/c1ccc(OC(F)(F)F)cc1,?,?,i,i,-0.2,-2%,23%,7.7%,1%
COc1ccccc1OCCCn1cc(C#N)c2ccccc21,.,-1%,i,i,-0.8,-14%,19%,0.4%,0%
O=C(O)CCCNC(=O)c1cccc(C(=O)NCCCC(=O)O)n1,1%,-1%,i,i,0.8,2%,-18%,-0.4%,0%
CN(C(=O)COC(=O)c1cc(S(=O)(=O)N2CCOCC2)c(Cl)cc1Cl)C1CCS(=O)(=O)C1 (stereo not drawn),6%,2%,i,?,1.1,4%,-3%,-0.8%,-3%
Cc1nc2cccc(C(=O)Oc3ccc([N+](=O)[O-])cc3)c2o1,11%,9%,i,i,0.1,-16%,3%,-0.7%,1%
O=C(CSc1nnc(CNC(=O)C23CC4CC(CC(C4)C2)C3)n1-c1ccccc1)Nc1ccc(F)cc1,-8%,-1%,i,i,-1.7,-14%,?,0.4%,1%
FC(F)(F)c1cc(-c2cccs2)n[nH]1,-3%,-2%,i,i,-0.9,-14%,5%,0.3%,-2%
O=C(c1c(O)c2ccccc2oc1=O)C1CCC1,?,-18%,i,i,-1.6,-4%,3%,5.5%,-30%
CC1CCc2nn(CC(=O)N3CCN(C(=O)c4ccco4)CC3)cc2C1 (stereo not drawn),-1%,-5%,i,i,-0.8,-8%,0%,-0.7%,1%
COc1ccc(NC(=O)/C=N/O)cc1,-2%,8%,i,i,-1.9,-17%,-1%,24%,1%
O=C(NCc1ccccc1)c1cc2sccc2n1Cc1ccc(F)cc1,-17%,0%,.,i,.,-21%,0%,-0.5%,.
C[C@@H]1CN([C@H](C)CO)C(=O)c2c(c3ccccc3n2C)-c2ccccc2CO[C@@H]1CN(C)C(=O)Nc1ccc2c(c1)OCO2,.,.,i,?,-1.2,-14%,-2%,-0.9%,.
CNC(=O)c1ccsc1NC(=O)c1coc2ccccc2c1=O,14%,-6%,i,?,-3.8,-5%,-19%,0.1%,-1%
O=S(=O)(Nc1cccc(-c2ccc(N3CCOCC3)nn2)c1)c1cc(C(F)(F)F)ccc1Cl,.,-1%,.,i,.,-39%,0%,3.3%,.
Cc1cnc(NS(=O)(=O)c2ccccc2)c(C)n1,1%,0%,i,i,-1.5,-1%,4%,0.2%,-1%
O=C(CSc1nnnn1-c1ccccc1)CC(=O)Nc1ccc(Cl)cc1,.,-16%,i,i,2.5,-12%,?,5.4%,-7%
COc1cccc(C(=O)NN=C2CCCC2)c1,2%,2%,i,i,-1.3,-5%,0%,-0.8%,1%
O=C(Nc1cc(Cl)c(Cl)cc1Cl)c1cccnc1,12%,0%,i,?,1.6,-1%,0%,4.2%,2%
Cc1cccc2sc(NC(=O)CCNS(=O)(=O)c3cccs3)nc12,?,0%,i,i,0.3,-18%,-21%,9.3%,-3%
Cc1nc(NCC2CCCO2)c2nnn(Cc3c(F)cccc3Cl)c2n1 (stereo not drawn),-21%,-2%,i,i,-2.4,-15%,-12%,0.2%,2%
O=C(Nc1ccc(Cl)cc1)C1c2cccc[n+]2CC(=O)N1Cc1ccc2c(c1)OCO2 (stereo not drawn),-7%,14%,i,i,-10,-37%,?,7.5%,3%
O=S1(=O)N[C@H](Cc2ccccc2)COc2cc(N3CCC[C@@H]3CO)ccc21,.,.,i,i,1.1,.,.,0.0%,.
CC12C(=O)N(NC(=O)c3ccncc3)C(=O)C1C1C=CC2C1 (stereo not drawn),2%,-7%,i,?,-2.0,4%,-27%,0.4%,0%
COc1cc(C(=O)NCC(c2ccc3c(c2)OCO3)N2CCOCC2)cc(OC)c1OC (stereo not drawn),.,11%,.,.,.,-13%,-8%,-1.2%,.
CCCCNc1nc(N)nc(-c2cc(Cl)ccc2O)n1,?,-6%,i,i,0.4,-55%,?,-1.0%,1%
O=C(CC12CC3CC(CC(C3)C1)C2)NCc1ccncc1,-21%,-5%,i,i,-0.5,-3%,-2%,0.4%,1%
CCCCOc1ccc(C(=O)N(Cc2ccc(C(C)C)cc2)C2CCS(=O)(=O)C2)cc1 (stereo not drawn),?,-12%,.,?,.,-11%,?,0.0%,.
NC(N)=NC1=NC(=O)C(Cc2ccccc2)S1 (stereo not drawn),1%,-2%,i,i,0.1,-1%,-11%,4.2%,3%
Cc1ccc(F)cc1NC(=O)CCNC(=O)c1ccc([N+](=O)[O-])cc1,-13%,-11%,i,i,-1.1,7%,-3%,0.1%,-4%
CCOc1cc(/C=N\NC(=O)c2ccc(C)nc2)cc([N+](=O)[O-])c1O,7%,20%[1.84 µM],i,i,-1.4,0%,0%,0.0%,-8%
C#CC(=O)CC1(CN(Cc2ccccc2)C(=O)OC(C)(C)C)CCCCC1,?,-19%,i,?,-1.9,-51%,?,14%,.
C=CCSc1nc(-c2ccc3c(c2)OCO3)cc(C(F)(F)F)c1C#N,-2%,17%,i,i,-1.6,0%,-4%,5.6%,-1%
CC1CC(C)CN(CCOCCSc2ccccc2)C1 (stereo not drawn),7%,-1%,i,i,0.7,-6%,7%,-0.8%,-2%
CC(/C=N/NC(=O)Cc1cccs1)=C\c1ccccc1,?,0%,i,i,1.7,5%,1%,5.3%,-9%
CC(Sc1ccc(Cl)cc1)C(=O)NCc1cccnc1 (stereo not drawn),18%,3%,i,i,1.7,-1%,3%,1.5%,1%
O=C(/C=C/c1cn(-c2ccccc2)nc1-c1ccc2c(c1)OCCO2)NCCCN1CCOCC1,-10%,6%,i,i,-0.2,-70%,?,6.2%,2%
COc1ccc(CCn2c(C)c(C(C)=O)c(C(C)=O)c2C)cc1OC,2%,5%,i,i,2.9,-5%,2%,-0.3%,-3%
O=C(Nc1cccc(C(F)(F)F)c1)Nc1nnc([C@@H]2C[C@H](O)[C@@H](CO)O2)s1,.,.,i,i,-0.8,-85%,-1%,0.2%,.
CC(C)(C)c1ccc(C(=O)N2CCNC(=O)C2CC(=O)Nc2ccc(F)cc2)cc1 (stereo not drawn),2%,8%,i,i,1.5,25%,17%,0.4%,0%
O=C1/C(=C/c2ccc(O)cc2)SC(=S)N1Cc1cccnc1,-6%,2%,i,i,-10,11%,-4%,7.1%,?
CCOC(=O)C1CCCN(C(=O)c2ccc(C(F)(F)F)nc2C)CC1 (stereo not drawn),.,.,i,i,2.1,3%,22%,-0.5%[9.22 µM],.
CCN1CCN(C(=O)C23CCC(C)(C(=O)C2Br)C3(C)C)CC1 (stereo not drawn),19%,12%,i,i,1.9,5%,0%,-0.5%,0%
N#Cc1ccccc1OCC(=O)Nc1cccc(S(=O)(=O)N2CCCC2)c1,-23%,-2%,i,i,-0.1,3%,-6%,-0.7%,0%
COC(=O)C1CSC(C(=O)OC)N1C(=O)Nc1ccccc1 (stereo not drawn),7%,14%,i,i,-3.9,-5%,-3%,1.7%,0%
CCC(c1nnnn1-c1ccc2c(c1)OCCO2)N1CCN(c2ncccn2)CC1 (stereo not drawn),.,.,i,i,1.6,.,.,0.3%,.
Cc1ccc(NC(=O)c2noc3c2CCc2ccccc2-3)cc1,?,4%,i,i,0.7,-7%,-1%,5.3%,-2%
CC(C)(CO)NC12CC3CC(CC(C3)C1)C2,11%,2%,i,i,-3.7,9%,6%,-0.2%,0%
CNC(=O)c1cccc2nc3ccccc3nc12,5.8µM*,?,i,i,-0.3,-17%,?,5.0%,-14%

# Structures shown so far with a cyano group:
SMILES,Nrf2 block,A549 viability,pAkt inh,ATXN viability,CCT chaperon mod,HepG2 viability,TGFb SMAD3 inh,Nrf2 activator,MmCpn inh
COc1ccccc1OCCCn1cc(C#N)c2ccccc21,.,-1%,i,i,-0.8,-14%,19%,0.4%,0%
C=CCSc1nc(-c2ccc3c(c2)OCO3)cc(C(F)(F)F)c1C#N,-2%,17%,i,i,-1.6,0%,-4%,5.6%,-1%
N#Cc1ccccc1OCC(=O)Nc1cccc(S(=O)(=O)N2CCCC2)c1,-23%,-2%,i,i,-0.1,3%,-6%,-0.7%,0%

# Assay outcomes from PubChem BioAssay.
